DAGLB inhibitor = blocks human DAGLB lipase activity; HEK293T DAGLB membrane lysate, EnzChek fluorogenic substrate; inhibition, % at 5.17 µM; 340,000 tested, 0.059% active; AID 504411; in the data active means inhibition above about 34%;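 further: 0% = enzyme with vehicle and 100% = wells lacking enzyme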
PKA-R2B activ = activates the human PKA-R2B holoenzyme complex. P22694+P31323. PKA-R2B holoenzyme dissociation, Cy5-IP20 fluorescence polarization; R2B truncated from residue 108, S112A mutant; 0% DMSO only, 100% 113 µM cGMP. activation, % at 11.4 µM. 340,000 tested, 0.079% active;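 active means activation above a cutoff set at the mean over all compounds plus 3 SD, cut at about 18% in these data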;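 further: higher means more holoenzyme dissociation and a rise in polarization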
PKA-R1A activ = activators of PKA-R1A complex; P00514+P68181; PKA-R1A dissociation, Cy5-IP20 fluorescence polarization; scaled: DMSO 0%, 113 µM cGMP 100%; activation, % at 11.4 µM; 340,000 tested, 0.083% active;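 active means percent activation above the mean of all tested compounds plus 3 SD, cut at about 19% in these data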;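 further: higher means more PKAc released from R1A so a rise in polarization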
OPRM1-OPRD1 inv = inverse agonist of human OPRM1-OPRD1 heterodimerization; P35372+P41143; cell-based MOR-DOR heterodimer luminescence, inverse agonism; inhibition, % at 9.3 µM; 340,000 tested, 0.21% active; AID 504357; in the data active means inhibition above about 22%, passing the limit was not always enough;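 further: 0% = cells with DMSO and 100% = wells without cells with DMSO; values of inactives mirror those of a sister screen read the other way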
Target sequence (P35372 whole entry, looked up): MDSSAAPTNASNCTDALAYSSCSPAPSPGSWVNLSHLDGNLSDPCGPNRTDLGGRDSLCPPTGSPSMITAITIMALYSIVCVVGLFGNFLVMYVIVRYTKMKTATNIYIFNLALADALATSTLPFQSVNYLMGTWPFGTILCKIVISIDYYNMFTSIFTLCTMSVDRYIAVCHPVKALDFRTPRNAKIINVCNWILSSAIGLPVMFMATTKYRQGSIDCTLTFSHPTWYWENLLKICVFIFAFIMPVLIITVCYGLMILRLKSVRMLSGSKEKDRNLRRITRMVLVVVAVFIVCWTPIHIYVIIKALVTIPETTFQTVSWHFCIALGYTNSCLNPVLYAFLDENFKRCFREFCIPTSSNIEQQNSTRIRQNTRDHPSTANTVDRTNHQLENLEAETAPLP
Target sequence (P41143 whole entry, looked up): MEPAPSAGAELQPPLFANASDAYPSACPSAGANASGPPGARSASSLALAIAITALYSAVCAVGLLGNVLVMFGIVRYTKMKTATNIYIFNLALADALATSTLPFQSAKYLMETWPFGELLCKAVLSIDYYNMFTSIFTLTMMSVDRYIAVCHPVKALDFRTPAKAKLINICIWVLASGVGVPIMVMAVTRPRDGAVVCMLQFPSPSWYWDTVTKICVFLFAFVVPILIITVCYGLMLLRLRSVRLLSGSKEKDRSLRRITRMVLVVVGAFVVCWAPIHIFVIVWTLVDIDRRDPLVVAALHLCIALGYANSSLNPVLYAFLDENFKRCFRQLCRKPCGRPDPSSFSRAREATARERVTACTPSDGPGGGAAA
V-ATPase pHluor = yeast V-ATPase proton transport regulation by pHLuorin. S. cerevisiae, pHLuorin cytosolic pH fluorescence. response, % at 10 µM. 350,000 tested, 0.37% active. AID 504577; in the data active means response mostly above about 7.3%, no sharp cut-off; inactive means mostly below about 5.4%; further: actives read high; inactives centre near 0; some compounds called inactive have numbers as strong as hits; reference of the scale not given here
Arrestin-AP2 inh = inhibitors of human beta-arrestin and AP2 interaction | FITC-arrestin peptide / GST-AP2 beads, flow cytometry; AP2 beta2 appendage carries R879A mutation | inhibition, % at 10 µM | 340,000 tested, 0.31% active;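 active means inhibition above a set limit, near 3 SD of compounds lacking own fluorescence, cut at about 54% in these data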;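 further: plate controls were DMSO wells for no effect and 5 µM unlabelled arrestin peptide for full effect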
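System: GST-AP2 R879A glutathione beads; medium: PBS, Tween 20 0.05%, BSA 0.1%; reagent: fluorescein-tagged arrestin peptide at 50 nM final; schedule: pre-incubation 12 min, peptide binding 1 h, room temperature; detection: flow cytometry, FL1 (488/535 nm); read-out: inhibition as reduced fluorescein signal on beads, percent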
HTR5A inv ctr = counter-screen for OPRM1-OPRD1 inverse agonists: human HTR5A inverse agonism; P47898; HTR5A cell line, luminescence; inhibition, % at 9.3 µM; 340,000 tested, 0.083% active; in the data active means inhibition mostly above about 23%, no sharp cut-off; inactive means mostly below about 18%;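 further: 0% = cells with DMSO and 100% = no-cell wells with DMSO; some compounds called inactive have numbers as strong as hits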
HTR5A ag ctr = counter-screen for OPRM1-OPRD1 agonists: human HTR5A agonism; AID 504692; activation, % at 9.3 µM; HTR5A agonist assay, luminescence, cell-based; P47898; 340,000 tested, 0.61% active; in the data active means activation mostly above about 9.5%, no sharp cut-off; inactive means mostly below about 7.6%;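 further: 0% = cells with vehicle only and 100% = reference agonist; strong numbers were not always called active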
OPRM1-OPRD1 ag = agonists of human mu-delta opioid receptor heterodimerization. cells, OPRM1-OPRD1 heterodimerization, luminescence. activation, % at 9.3 µM. P35372+P41143. 340,000 tested, 0.3% active. AID 504326; in the data active means activation above about 18%;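 further: 0% = vehicle-treated cells and 100% = reference agonist; values of inactives mirror those of a sister screen read the other way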
Pemphigus Ab inh = blocks pemphigus antibody binding to human desmoglein-3. AID 588358. DSG3-coupled beads, scFv-anti-DSG3-GFP binding, flow cytometry; hits give low values. P32926. 310,000 tested, 0.48% active. binding (percent of control), % at 10 µM;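 active means binding more than 3 SD below its plate's average and above zero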;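 further: hits lower antibody fragment binding to DSG3; some compounds called inactive have numbers as strong as hits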
* = called active by the depositor; . = not tested or not shown.

SMILES,DAGLB inhibitor,PKA-R2B activ,PKA-R1A activ,OPRM1-OPRD1 inv,V-ATPase pHluor,Arrestin-AP2 inh,HTR5A inv ctr,HTR5A ag ctr,OPRM1-OPRD1 ag,Pemphigus Ab inh
CN(C)c1ncc(CN2CCC(C(=O)Nc3ccc(-n4cccn4)cc3)CC2)s1,-0.5,-5.4,8.8,5.0,-0.8,-2.4,14.8,0.3,-1.5,109.8
COc1ccc(CCNC(=O)Cc2cc3c(cc2[N+](=O)[O-])OCO3)cc1OC,-0.1,-3.2,0.9,-20.5,-1.1,-5.3,0.1,0.0,4.0,91.6
O=C(c1ccc(CS(=O)Cc2cccc(Cl)c2)o1)N1CCN(c2ccc(F)cc2)CC1 (configuration not stated),-1.9,-4.1,3.3,.,3.1,.,.,.,.,98.7
COc1ccccc1C(=O)NC(=S)Nc1ccc(Cc2ccncc2)cc1,-1.4,-0.9,-3.8,-3.2,-1.4,0.5,-21.2,6.0,0.7,91.7
NC(=O)c1cc(S(=O)(=O)NCCCc2ccco2)cs1,1.5,-3.6,3.6,16.5,2.5,5.8,1.8,-0.3,-3.2,66.8
Cc1ccc(N(CCC(=O)NC(C)(C)C)S(=O)(=O)c2ccc(C)cc2)cc1,-2.1,-5.6,12.4,12.4,2.1,16.1,-3.2,-0.5,-2.6,98.8
CCCc1nc([N+](=O)[O-])c(S(=O)(=O)c2ccccc2)n1CC(C)C,-3.4,-6.7,-4.6,7.1,0.5,13.7,0.8,-2.3,-1.5,105.0
NCCN1CCN(S(=O)(=O)c2ccc([N+](=O)[O-])cc2)C=C1c1ccc(Cl)cc1,3.8,1.0,12.1,-14.4,-4.1,0.8,-12.3,3.5,2.7,107.7
Cc1ccc(CNC(=O)c2nnn(-c3cccc(C)c3)c2N)cc1,-5.9,7.6,-9.0,-20.9,-0.8,4.0,-8.2,3.5,3.6,105.0
O=C(Nc1ccccc1-c1ccccc1)c1cnccn1,-6.7,6.9,-18.6,5.0,-2.2,-7.4,-29.3,10.6,-0.9,.
COc1ccccc1NC(=O)CCNC(=O)c1ccc(C)cc1,0.1,-3.2,5.3,17.7,-0.1,3.7,-13.6,4.9,-3.5,105.2
COCC1CCN(C(=O)c2ccc3oc(C(C)C)nc3c2)C1 (configuration not stated),1.3,-9.9,-6.3,.,.,.,.,.,.,101.8

Entries above that contain an aryl methoxy group, in the order listed:
SMILES,DAGLB inhibitor,PKA-R2B activ,PKA-R1A activ,OPRM1-OPRD1 inv,V-ATPase pHluor,Arrestin-AP2 inh,HTR5A inv ctr,HTR5A ag ctr,OPRM1-OPRD1 ag,Pemphigus Ab inh
COc1ccc(CCNC(=O)Cc2cc3c(cc2[N+](=O)[O-])OCO3)cc1OC,-0.1,-3.2,0.9,-20.5,-1.1,-5.3,0.1,0.0,4.0,91.6
COc1ccccc1C(=O)NC(=S)Nc1ccc(Cc2ccncc2)cc1,-1.4,-0.9,-3.8,-3.2,-1.4,0.5,-21.2,6.0,0.7,91.7
COc1ccccc1NC(=O)CCNC(=O)c1ccc(C)cc1,0.1,-3.2,5.3,17.7,-0.1,3.7,-13.6,4.9,-3.5,105.2

Following part.
SMILES,DAGLB inhibitor,PKA-R2B activ,PKA-R1A activ,OPRM1-OPRD1 inv,V-ATPase pHluor,Arrestin-AP2 inh,HTR5A inv ctr,HTR5A ag ctr,OPRM1-OPRD1 ag,Pemphigus Ab inh
O=C(CSc1nnnn1-c1ccc(F)cc1)NNC(=O)c1ccco1,0.3,-9.0,-7.2,16.0,-0.5,-13.2,-12.1,4.4,-3.0,115.7
COc1ccc(N(CC(=O)N2CCN(c3ccc(F)cc3)CC2)S(=O)(=O)c2c(C)noc2C)cc1,-1.0,-10.2,-8.7,12.7,4.0,-8.1,-12.4,7.1,-2.6,102.1
c1ccc(CCc2nc(-c3ccncc3)no2)cc1,-4.4,-7.7,0.1,2.0,2.9,-4.6,-23.9,2.5,-0.3,102.3
Cc1ccc(CNC(=O)Nc2ccc3c(c2)N(C)C(=O)CS3)cc1,-1.1,0.0,-8.3,-11.4,0.9,3.2,4.5,4.3,1.8,86.2
CC(=O)Nc1cccc(C(=O)N2CCN(Cc3ccccc3)CC2)c1,-3.0,-6.4,0.1,-14.9,-4.4,1.0,-11.9,4.4,2.5,.
COc1cccc(CN(C(=O)c2cnccn2)C(C(=O)NC2CCCCC2)c2cc(OC)c(OC)c(OC)c2)c1 (configuration not stated),1.4,-1.7,6.5,4.1,1.2,4.5,-8.6,3.0,-0.6,.
COc1ccc(/C=N/Nc2nc(-c3cccc(S(=O)(=O)N4CCCC4)c3)cs2)cc1OC,2.6,-12.6,-1.1,-20.2,-2.4,3.4,38.3,-14.3,3.4,97.5
O=C(Oc1ccc(-n2cnnn2)cc1)c1ccccc1,1.4,3.2,-6.5,16.6,-2.2,7.7,-2.4,-1.1,-3.5,105.2
Cc1cccc(OCc2nnc(SCC(=O)Nc3cc(C)on3)n2C)c1,-3.0,2.9,-2.1,14.6,-4.9,-5.3,-30.6,9.4,-2.8,98.5
CCS(=O)(=O)N1CCN(Cc2c[nH]c3ccccc23)CC1,0.3,1.1,-0.1,14.9,5.4,12.0,4.2,-0.4,-3.1,105.2
CC(=O)Cc1nsc(NC(=O)c2ccc(COc3ccccc3)o2)n1,1.5,-6.5,3.3,7.6,-0.2,12.3,19.1,-3.2,-1.5,101.7
Cc1nc2nc(COc3ccccc3)nn2c(C)c1Cl,-4.2,-10.7,0.6,4.3,0.7,25.0,9.5,2.7,-1.0,98.3
CNC(=O)C1CN(C(=O)c2nn(Cc3ccccc3)c(=O)c3ccccc23)c2ccccc2O1 (configuration not stated),0.4,5.4,1.9,.,0.2,.,.,.,.,94.0
Cc1n[nH]c(=O)nc1NC(C)c1ccccc1 (configuration not stated),0.7,3.4,1.9,13.1,9.8,32.4,13.9,2.0,-2.4,98.2
CCN(C(=O)COc1ccccc1)C1CCCCC1,-4.5,-9.9,-14.1,4.7,2.5,19.2,-10.9,4.0,-1.0,118.5
COc1ccccc1NC(=S)N(Cc1ccco1)Cc1cc2cc(C)ccc2[nH]c1=O,6.7,4.9,-8.2,-4.7,4.3,12.1,-14.9,5.6,0.8,97.0
Cc1cccc(Cn2ccc(N)n2)c1,-3.5,-11.4,-11.8,15.1,3.1,15.6,10.7,-4.6,-3.1,115.0
Cc1c(Cl)c([N+](=O)[O-])nn1CC(=O)NCc1cccs1,-0.9,0.2,4.2,1.6,1.7,27.8,-2.1,0.6,-0.3,101.9
CCOC(=O)C1(Cc2cccc(OC)c2)CCCN(S(=O)(=O)N(C)C)C1 (configuration not stated),-0.3,7.3,-8.2,14.6,-1.9,13.9,0.7,-0.2,-3.2,97.8
COc1ccc(C2CC(=O)Oc3ccc(C(C)(C)C)cc32)cc1 (configuration not stated),-10.3,-1.1,-10.0,-29.7,3.1,19.3,-1.8,3.7,5.3,102.4
COC(=O)Cn1c2nc3ccccc3nc2c2cccc(C)c21,-3.4,2.9,-11.0,12.2,-0.3,1.9,-26.0,6.7,-2.6,104.6
CCn1cc(/C=N/NC(=O)c2ccc3c(c2)OCO3)c(C)n1,-2.4,-8.5,-15.4,-35.6,-1.5,-4.0,-18.4,5.2,6.5,101.1
COc1cccc(CNC(=O)Cn2ccc3cc(S(=O)(=O)N4CCCCCC4)ccc32)c1,-0.8,-0.7,0.2,3.7,4.1,4.3,8.4,-1.2,-0.7,95.1
O=C(O)/C=C/c1cccc(NS(=O)(=O)c2ccccc2)c1,-0.5,-15.8,-12.7,21.3,-1.5,-3.1,5.0,1.4,-4.0,96.0
CCC(C)(C)n1nnnc1C(c1ccncc1)N1CCN(c2cccc(OC)c2)CC1 (configuration not stated),3.1,-3.9,-5.8,15.2,-1.1,-11.5,4.7,-4.2,-3.3,.
Cc1nc2ccccc2nc1CN1CCN(Cc2ccc(F)c(F)c2)C(CCO)C1 (configuration not stated),-0.1,-6.5,-4.3,-3.1,1.2,36.6,-35.9,-0.9,0.6,98.9
COc1ccc2c(c1)C=C(C(=O)NCc1ccc(Cl)cc1)CO2,-6.1,-2.2,6.2,-10.0,1.8,5.9,8.0,-3.1,1.9,104.8
CC1(C(=O)O)CCC(C(=O)Nc2ccccc2)C1(C)C (configuration not stated),0.6,-7.2,4.3,5.9,7.2,-0.5,-21.6,7.1,-1.2,.
COc1nc(NC(C)(C)C)nc(Oc2ccc(=O)n(-c3ccccc3)n2)n1,0.2,1.0,-0.2,-4.2,-1.5,23.5,-17.8,7.0,0.8,98.8
COc1ccc(CN(Cc2ccc(C(=O)O)cc2)C(=S)Nc2ccccc2Cl)cc1OC,2.3,6.7,-17.2,6.6,-0.5,-3.4,24.0,-2.8,-1.2,103.6
CC1NC(=O)N(C)C2NC(=O)N(C)C(c3ccccc3)C12 (configuration not stated),-1.8,2.1,-6.0,6.0,1.2,0.0,-9.5,-0.2,-1.0,104.0
COc1cc(/C=c2\sc3n(c2=O)CCCN=3)ccc1O,1.4,-3.0,7.9,3.6,0.1,19.8,0.5,4.1,-0.7,101.9
Cc1c(NC(=O)c2ccc(Cl)c([N+](=O)[O-])c2)cccc1-n1cnnn1,0.2,4.8,2.1,-1.6,0.0,14.3,10.1,-2.8,0.3,88.1
Cc1nc(SCC(=O)O)c2oc3ccccc3c2n1,0.0,3.1,-7.8,8.8,-1.4,17.5,-4.4,0.3,-1.7,.
COc1ccc(NC(=O)N2CCN(C(=O)C(Cc3ccc(F)cc3)NC(C)=O)CC2)cc1 (configuration not stated),1.1,-14.6,-10.3,10.0,6.1,-0.8,-2.6,1.0,-2.1,101.6
Cc1cc(NC(=O)CSc2nnc(CNC(=O)c3ccc(F)cc3)o2)no1,0.6,3.8,-12.8,20.2,-3.5,6.4,-26.2,10.9,-4.0,99.0
Cc1cccc(Nc2nc(N)nc(CSc3nccn3C)n2)c1,1.5,5.1,-11.3,13.9,-2.9,18.2,-15.2,-0.5,-2.6,.
COc1cccc(CNC(=O)c2cc(S(=O)(=O)N3CCOCC3)ccc2N2CCCC2)c1,-1.4,4.5,-1.2,15.5,-0.7,-10.6,11.7,-0.4,-4.0,101.0
CCOc1ccc(NC(=O)NC2CCCc3ccccc32)cc1 (configuration not stated),0.5,2.1,1.4,-12.8,1.6,14.5,2.1,-0.8,3.1,110.6
COc1ccc(NC(=O)CCOc2cc(C)ccc2C)cc1S(=O)(=O)N1CCCCC1,-8.0,-2.1,1.3,2.6,7.8,-10.2,-3.9,1.0,-0.5,118.7
Cc1cccc(OC(=O)NCCOC(=O)N(O)c2ccc(Cl)cc2)c1,-3.3,4.6,-5.9,-2.9,-10.0,1.6,-26.4,2.2,0.6,-26.1*
CCOC(=O)/C(C#N)=C1/C=CN(c2ccc(C)cc2)C=N1,-3.0,-8.9,-3.0,1.7,0.2,-4.1,3.5,0.8,-0.3,97.0
